Compound activity: PubChem BioAssay, National Center for Advancing Translational Sciences (NCATS)
KCNH2 3.1 inh: KCNH2 3.1 (human) potassium channel inhibition; activity change, % (tested at about 1.8 µM); actives 0.95% (n = 340,000); U2OS KCNH2 3.1, thallium flux FluxOr; active compounds read low; AID 720553;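 active means maximum activity change below -70%; inconclusive means maximum activity change from -70% to -50%; inactive means maximum activity change above -50%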;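 further: thallium influx rate constant from kinetic fluorescence after stimulation buffer; on the % scale 0 is the no-effect control and ±100 the full control effect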
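Thallium flux read-out: FluxOr dye with Red40 quencher in HBSS/HEPES, 45 min at RT. Rate constants from kinetic reads were normalized to positive and negative DMSO controls. Cells: U2OS virally expressing the 3.1 isoform.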
hERG WT inh: blocks the wildtype human KCNH2 potassium channel; Q12809; activity change, % at 1.84 µM; U2OS, BacMam KCNH2, thallium flux FluxOr; active compounds read low; actives 0.37% (n = 340,000); AID 720551;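 active means maximum activity change below -70%; inconclusive means maximum activity change between -70% and -50%; inactive means maximum activity change above -50%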; further: on the % scale 0 is the no-effect control and ±100 the full control effect
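U2OS cells transduced with wild-type KCNH2 virus are loaded with FluxOr dye for 45 min, and thallium flux is measured in kinetic reads before and after stimulation buffer. Rate constants are normalized to DMSO controls.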
A-T KAP1 phos: potential ataxia-telangiectasia treatments restoring KAP-1 phosphorylation; actives 0.19% (n = 320,000); AID 485349; Potency, µM (doses to about 57.5 µM), without a hit: top-dose activation, usual class: activators; […] A-T fibroblasts, KAP-1 phosphorylation AlphaLISA; neocarzinostatin DNA damage 30 min before lysis; further: potency means the concentration at half of the fitted maximal effect; % of control where 0% means no effect; nearly all actives have a fitted effect of over 45% in size
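ATM-like activity read as KAP-1 phosphorylation via AlphaLISA donor/acceptor antibody pairs after lysis and 6 hr at 25C. Cells were ATM-null patient fibroblasts ([…], hTERT), dosed 60 min, then exposed to the DSB inducer NCS for 30 min.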
TSHR antagonist: antagonists of human thyroid stimulating hormone receptor; P16473; TSHR-expressing cells, TSH-stimulated cAMP HTRF, 2 h; active compounds read low; activity change, negative = inhibition, % at 11.5 µM; actives 0.2% (n = 330,000); AID 504810;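 active means activity change below a set negative limit, meaning inhibition stronger than a set level, cut at about -70% in these data; inconclusive means activity change between two set negative limits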; further: on the % scale 0 is the no-effect control and ±100 the full control effect
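Competitive HTRF cAMP read-out (cryptate anti-cAMP antibody, cAMP-d2; 30 min, room temperature) in freshly harvested TSHR cells. Compounds added before TSH at EC80 (4nM final), followed by 2 hours' incubation at 37 deg C.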
TCR act: activates T cell receptor signaling; primary human leukocytes, anti-CD3, IL-2 HTRF, 48 h; Potency, µM (doses to about 9.22 µM), for the others: at the highest dose activation of IL-2 secretion, usual class: activators; 330,000 tested, under 10 active; AID 504894; further: % of control where 0% means no effect
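48 hr co-incubation of compounds, a-CD3 beads and primary human leukocytes; IL-2 quantified homogeneously by HTRF with anti-IL-2 K and d2 conjugates.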
ELG1 repair inh: ELG1-dependent DNA repair inhibition; actives 2.3% (n = 330,000); Potency, µM (top dose mostly 46.1 µM), for inactives: top-dose activity change, negative = inhibition, hits mostly inhibitors; HEK293T ELG1-luciferase reporter, luminescence, 16 h; DNA damage induced by 5-fluorouridine; further: potency means the concentration at half of the fitted maximal effect; on the % scale 0 is the no-effect control and ±100 the full control effect; nearly all actives have a fitted effect of over 55% in size
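Quantitative HTS, concentration-response format. 2,000 cells/well co-treated with 5-fluorouridine and compound, 16 hr in 5% CO2 at 37 °C; ONE-Glo luminescence read after 30 min.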
TRPV1 ag: activates the human vanilloid receptor TRPV1 | actives 0.19% (n = 320,000) | TRPV1-expressing cells, Fluo-8 calcium influx, agonist mode | Q8NER1 | activation, % at 8.33 µM; in the data active means activation above about 80%; inconclusive means between about 30% and that limit; further: 0% is about no effect
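Cells expressing TRPV1 were dye-loaded with Fluo-8 and read kinetically: 10 s baseline, 3 min after compound (agonist portion), then 2 min after EC20 capsaicin (allosteric enhancer portion). Calcium-bound dye fluorescence at 480/520 nm.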
USP2a inh: blocks human ubiquitin-specific protease USP2a. USP2 core, Ub-CHOP2 coupled fluorogenic reporter, 485/531. AID 463254. Potency, µM (highest dose often 38.3 µM), inactives show top-dose activity change, negative = inhibition, actives largely listed as inhibitors. actives 0.01% (n = 330,000);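 further: potency means the concentration at half of the fitted maximal effect; plate controls were DMSO wells for no effect and full inhibition by NEM control for full effect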
Target sequence (O75604 whole entry, looked up): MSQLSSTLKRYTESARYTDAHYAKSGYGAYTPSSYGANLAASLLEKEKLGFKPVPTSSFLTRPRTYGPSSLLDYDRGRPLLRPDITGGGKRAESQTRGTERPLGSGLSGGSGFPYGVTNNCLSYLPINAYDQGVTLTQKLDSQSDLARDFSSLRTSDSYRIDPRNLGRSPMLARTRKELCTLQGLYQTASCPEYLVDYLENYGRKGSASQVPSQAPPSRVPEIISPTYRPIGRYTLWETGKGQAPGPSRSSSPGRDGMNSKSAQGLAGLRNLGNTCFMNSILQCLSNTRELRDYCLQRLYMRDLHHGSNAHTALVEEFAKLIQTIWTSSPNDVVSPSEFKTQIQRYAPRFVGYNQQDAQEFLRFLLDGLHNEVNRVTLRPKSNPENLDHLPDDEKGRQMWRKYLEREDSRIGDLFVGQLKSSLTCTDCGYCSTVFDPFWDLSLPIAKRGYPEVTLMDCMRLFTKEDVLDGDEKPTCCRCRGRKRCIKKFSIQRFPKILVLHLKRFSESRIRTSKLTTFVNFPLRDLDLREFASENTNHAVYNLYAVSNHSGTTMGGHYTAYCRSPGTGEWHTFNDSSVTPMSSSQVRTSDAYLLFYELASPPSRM
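Cell-free coupled assay: 10nM USP2 core preincubated 30min RT with compound in Tris-HCl pH 8.0/CaCl2/CHAPS buffer, then 25nM Ub-CHOP2 and 25nM reporter substrate; fluorescence (Ex 485/Em 531) read after 60min RT, normalized to NEM inhibition, concentration-response curves fitted.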
Eya2 phos inh: blocks the phosphatase activity of human Eya2; actives 0.006% (n = 330,000); Potency, µM (titrated, usually from 76.9 µM), without a hit: at the highest dose activity, negative = inhibition, usual class: inhibitors; O00167; recombinant Eya2, OMFP fluorescence dephosphorylation (OMFP is methylfluorescein phosphate); further: potency means the concentration at half of the fitted maximal effect; on the % scale 0 is the no-effect control and ±100 the full control effect
Target sequence (O00167 whole entry, looked up): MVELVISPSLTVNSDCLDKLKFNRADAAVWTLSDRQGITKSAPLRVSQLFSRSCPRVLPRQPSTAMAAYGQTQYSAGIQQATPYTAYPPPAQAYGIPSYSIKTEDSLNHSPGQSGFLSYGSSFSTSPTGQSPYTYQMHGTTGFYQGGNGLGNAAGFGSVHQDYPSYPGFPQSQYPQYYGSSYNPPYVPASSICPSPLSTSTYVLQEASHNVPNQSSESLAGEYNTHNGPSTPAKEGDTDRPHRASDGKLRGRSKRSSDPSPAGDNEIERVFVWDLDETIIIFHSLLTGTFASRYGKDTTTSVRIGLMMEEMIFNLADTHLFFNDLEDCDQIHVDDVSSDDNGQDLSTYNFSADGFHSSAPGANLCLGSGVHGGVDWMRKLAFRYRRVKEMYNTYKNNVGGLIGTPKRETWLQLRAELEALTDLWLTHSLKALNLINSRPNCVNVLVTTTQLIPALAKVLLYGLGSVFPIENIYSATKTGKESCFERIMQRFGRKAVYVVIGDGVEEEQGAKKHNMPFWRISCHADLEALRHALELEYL
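Eya2 protein (added as 0.2 uM solution) was preincubated with compound for 10 min at ambient temperature in 50 mM HEPES pH 7.5, 50 mM NaCl, 5 uM MgCl2, 0.05% BSA, 1 mM DTT. OMFP (added at 50 uM) then reacted 10 min; fluorescence read at 485/525 nm.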
Mito fusion act: inhibitors of mitochondrial division or activators of mitochondrial fusion; S. cerevisiae fusion-defective mutant growth rescue, CellTiterGlo 48 h; Potency, µM (top dose mostly 46.1 µM), without a hit: top-dose growth rescue (activation), hits mostly activators; actives 0.23% (n = 320,000); AID 485298;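 further: potency means the concentration at half of the fitted maximal effect; % of control where 0% means no effect; nearly all actives have a fitted effect of over 45% in size; temperature-sensitive fusion mutants such as fzo1-1 at 37 °C on non-fermentable ethanol glycerol medium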
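Growth-rescue viability read-out: after 48 h at the non-permissive 37C in glycerol/ethanol YPEG, yeast mitochondrial fusion mutants are measured by CellTiterGlo luminescence; compounds (23 nl pinned per well) restoring growth score as division inhibitors or fusion activators.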
* = called active by the depositor; ? = inconclusive; nt = no result given; & = joins results of further samples; [ ] = another dose, or the depositor's remark. Unless noted, the call rests on the fitted dose curve; in most records, active means well fitted curve in the direction sought with a large enough effect; inconclusive means small, poorly fitted or top-dose-only effect, or another doubt; inactive means no such curve, though single readings can be large; an effect the other way counts as inactive or inconclusive.

[1] O=c1[nH]c(O)c(/C=C2\C=Nc3ccc(OCc4ccccc4)cc32)c(=O)[nH]1
[2] CCN1CCN(C(=O)Cc2ccccc2OC)CC1
[3] CN1C2CCC1CC(OC(=O)c1ccc(Cl)cc1)C2 (centres undefined)
[4] Cc1ccc2[nH]c(C)c(CCNCc3ccco3)c2c1
[5] CC1(C)Cc2c(C#N)c(N3CCNCC3)nc(-c3ccco3)c2CS1
[6] COc1ccccc1CN1CCCC(C(=O)c2ccccc2SC)C1 (centres undefined)
screen / no.,1,2,3,4,5,6
KCNH2 3.1 inh,4,-1,2,-10,4,-22
hERG WT inh,8,-6,15,9,-2,27
A-T KAP1 phos,-14%,-1%[11.5 µM],-8%,2%,-13%,4%
TSHR antagonist,-15,-2,66,-7,6,4
TCR act,-1%,6%,-4%,-1%,8%,-23%
ELG1 repair inh,?,0%,-11%,13%,0%,-16%
TRPV1 ag,-5,-2,0,2,14,5
USP2a inh,3%,7%,1%,1%,3%,3%
Eya2 phos inh,6%,8%,-1%,-9%,-3%,-5%
Mito fusion act,2%,2%,-6%,-5%,-5%,-4%

[7] Cc1cc(O)c(CN2CC=C(c3ccccc3)CC2)cc1C(C)C
[8] COc1ccc(-n2nc(C(=O)NCC(=O)N3CCC4(CC3)OCCO4)c3ccccc3c2=O)cc1Cl
[9] O=C(c1ccccc1F)c1cn(Cc2ccc(F)cc2)c2ccccc12
[10] O=C1SC(Cc2ccccc2)C(=O)N1c1ccccc1 (centres undefined)
[11] CCCCCCC(=O)N/N=C/c1c(O)n(C2CC2)c(=S)[nH]c1=O
[12] Cc1nn(Cc2ccccc2Cl)c(Cl)c1C(=O)OCC(=O)NCc1ccco1
screen / no.,7,8,9,10,11,12
KCNH2 3.1 inh,-3,12,-22,2,-12,-1
hERG WT inh,3,3,25,-7,3,9
A-T KAP1 phos,0%,-1%,3%,9%,1%,3%
TSHR antagonist,1,-8,-7,-8,0,4
TCR act,-2%,1%,1%[46.1 µM],-1%,-1%,-4%
ELG1 repair inh,?,?,?,6%,-4%,?
TRPV1 ag,16,5,-1,5,18,3
USP2a inh,2%,0%,2%,1%,8%,-3%
Eya2 phos inh,4%,0%,7%,?,-20%,-33%
Mito fusion act,-3%,6%,-2%,4%,-8%,0%

[13] CC(C)[C@]12CC(=O)[C@H](C)[C@H]1C2
[14] N=C1c2ccccc2CN1NC(=O)c1ccc(F)cc1
[15] COc1ccc(-c2nn(CCC#N)cc2C(=O)Nc2ccccc2Br)cc1[N+](=O)[O-]
[16] COc1ccc(CCC(=O)NCCc2cnc[nH]2)cc1
[17] Cc1ccc(C2(O)CCN3CCCCC32)cc1 (centres undefined)
[18] CCN1CCN(Cc2nnnn2C(C)(C)C)CC1
screen / no.,13,14,15,16,17,18
KCNH2 3.1 inh,1,5,0,-1,4,25
hERG WT inh,1,6,4,-3,-2,3
A-T KAP1 phos,-4%,-5%,-9%,-3%,4%,-4%
TSHR antagonist,20,4,-2,-3,2,8
TCR act,57%,3%,-22%,2%,3%,5%
ELG1 repair inh,15%,-14%,-21%,13%,6%,11%
TRPV1 ag,-1,1,2,0,-2,-4
USP2a inh,-1%,2%,-13%,7%,1%,0%
Eya2 phos inh,10%,6%,8%,-10%,-9%,21%
Mito fusion act,-9%,-2%,-1%,-2%,-3%,-3%

[19] CC(=O)NN1C(=O)c2ccccc2NC1c1cccnc1 (centres undefined)
[20] CN[C@@H](C)[C@@H](O)c1ccccc1
[21] O=c1[nH]c(=O)n(CCc2ccccc2)c(O)c1C=NCc1ccc2c(c1)OCO2
[22] C=CCn1c(O)c(C(CC)=Nc2ccc(N(CC)CC)cc2)c(=O)[nH]c1=O
[23] CC(C)(C)c1ccc(C(=O)C2CCCN(C3CCC3)C2)cc1 (centres undefined)
[24] CN1C(=O)N(C)C(=O)C2(Cc3ccccc3N3CCCC32)C1=O (centres undefined)
screen / no.,19,20,21,22,23,24
KCNH2 3.1 inh,0,-19,-3,6,1,5
hERG WT inh,-7,-10,6,-2,-1,4
A-T KAP1 phos,3%,-4%,-4%,-1%,-6%[11.5 µM],-27%
TSHR antagonist,5,-1,-5,5,2,-5
TCR act,-6%,6%,-4%,-7%,1%,-7%
ELG1 repair inh,7%,9%,?,-17%,18%,?
TRPV1 ag,1,1,-2,17,9,0
USP2a inh,-1%,-2%,2%,-1%,0%,1%
Eya2 phos inh,12%,8%,-2%,2%,0%,-11%
Mito fusion act,-10%,-1%,0%,-1%,?,-3%

[25] CC(C)Oc1cccc(C(=O)C2CCCN(Cc3ccon3)C2)c1 (centres undefined)
[26] O=c1c2ccccc2[nH]c(=S)n1-c1ccc2c(c1)OCO2
[27] COc1ccccc1OC(=O)c1ccc(C)c(S(=O)(=O)N2CCOCC2)c1
[28] COC(=O)N1CCN(C(=O)Cc2ccc(Cl)c(Cl)c2)C(CN2CCCC2)C1 (centres undefined)
[29] CCCC1=C(C(=O)OCC)C2(C(=O)Nc3ccccc32)C(C#N)=C(N)O1 (centres undefined)
[30] CCOc1ccccc1N1C(=O)CC(=O)NC1=O
screen / no.,25,26,27,28,29,30
KCNH2 3.1 inh,12,-5,-25,nt,-10,-10
hERG WT inh,3,0,-2,nt,5,2
A-T KAP1 phos,8%,1%,-3%,nt,-4%,3%
TSHR antagonist,-6,3,-5,-17&-5,16,16
TCR act,0%,-1%,-1%,nt,7%,1%
ELG1 repair inh,13%,1%,2%,nt,-17%,22%
TRPV1 ag,-1,-3,21,2,2,0
USP2a inh,0%,-6%,4%,3%,2%,2%
Eya2 phos inh,-6%,5%,2%,-6%&-5%,1%,-2%
Mito fusion act,1%,-10%,-7%,-9%&-1%,0%,-16%

[31] Cc1ccc2cccc(OC(=O)N(C)c3ccccc3)c2n1
[32] Fc1cccc(F)c1-c1nc(-c2ccc(Cl)cc2)no1
[33] CC(Cc1ccccc1)[n+]1cc(/N=C(\[O-])N(C)C)on1 (centres undefined)
[34] CC(C)(O)C(=O)Nc1ccc([N+](=O)[O-])c(C(F)(F)F)c1
[35] COc1ccccc1C1CC2CCC(C1OC(C)=O)N2Cc1ccccc1 (centres undefined)
[36] O=C(CCc1nnc2ccc(NCc3ccccc3)nn12)N1CCC2(CC1)OCCO2
screen / no.,31,32,33,34,35,36
KCNH2 3.1 inh,-12,-9,-1,-1,-7,4
hERG WT inh,-7,6,14,-2,1,9
A-T KAP1 phos,6%,12%,-1%,4%,11%,2%
TSHR antagonist,-13,-8,2,-28,7,18
TCR act,6%,8%,-9%,1%,4%,0%
ELG1 repair inh,4%,?,?,8%,-4%,-14%
TRPV1 ag,9,-6,0,6,6,0
USP2a inh,0%,0%,-2%,1%,-1%,2%
Eya2 phos inh,7%,1%,14%,0%,-6%,8%
Mito fusion act,7%,-5%,1%,-1%,-3%,-1%

Some values from the entries so far.
TCR act, entry 34 = 1%
hERG WT inh, entry 35 = 1
A-T KAP1 phos, entry 33 = -1%

Back to the main list, repeating the 2 entries before the break.
[35] COc1ccccc1C1CC2CCC(C1OC(C)=O)N2Cc1ccccc1 (centres undefined)
[36] O=C(CCc1nnc2ccc(NCc3ccccc3)nn12)N1CCC2(CC1)OCCO2
[37] O=C1c2ccccc2C(=O)c2c1ccc1c(=O)n(-c3ccccc3)[nH]c21
[38] COc1ccc(N2C(=O)/C(=C/c3ccc(C)o3)C(=O)NC2=S)c(OC)c1
[39] C/C(=N\N1CCCCCC1)c1c(O)n(-c2ccccc2)c(=O)[nH]c1=O
[40] CCC(=NCCN1CCCCC1)c1c(O)n(C)c(=O)n(C)c1=O
[41] CC(=O)Nc1ccc(S(=O)(=O)N2CCSC2c2ccc(C)cc2)cc1 (centres undefined)
[42] O=C(c1c[nH]c2ccc(S(=O)(=O)N3CCC4(CC3)OCCO4)cc2c1=O)N1CCC2(CC1)OCCO2
[43] COc1cc(C#Cc2c(-c3cncn3C)n(C)c3ccc(-c4cnc(N5CCOCC5)nc4)cc23)cc(OC)c1
[44] COc1ccc(OC)c2c1CCC1NCCOC21 (centres undefined)
screen / no.,35,36,37,38,39,40,41,42,43,44
KCNH2 3.1 inh,-7,4,2,11,-7,-7,-9,26,6,-1
hERG WT inh,1,9,13,-13,0,-1,-28,-12,15,-30
A-T KAP1 phos,11%,2%,13%,-12%,7%,-7%,11%,0%,31%,-5%
TSHR antagonist,7,18,-1,-4,-3,6,-1,-2,-21,17
TCR act,4%,0%,8%[46.1 µM],-2%,0%[46.1 µM],4%,-3%,-2%,-2%,9%[46.1 µM]
ELG1 repair inh,-4%,-14%,?,?,1%,5%,16µM*,-9%,?,-1%
TRPV1 ag,6,0,10,-1,-4,-6,13,-1,nt,-2
USP2a inh,-1%,2%,0%,0%,-2%,1%,-1%,-5%,6%,-9%
Eya2 phos inh,-6%,8%,2%,-2%,1%,10%,-2%,6%,9%,2%
Mito fusion act,-3%,-1%,0%,-1%,-2%,-1%,9%,5%,nt,0%

Not all compounds are listed. The share of hits here may be higher or lower than overall.
